Bioassay records deposited in PubChem BioAssay by several laboratories.
LMPTP block = blocks human LMPTP phosphatase | P24666 | recombinant LMPTP-A, OMFP fluorogenic substrate, fluorescence intensity | actives 0.22% (n = 360,000) | inhibition, % at 20 µM;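 active = compounds that cut the enzyme signal by at least half of the control window in the single-dose screen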;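 also: plate controls were DMSO wells with enzyme plus substrate for no effect and substrate without enzyme for full effect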
Target sequence (P24666 whole entry, looked up): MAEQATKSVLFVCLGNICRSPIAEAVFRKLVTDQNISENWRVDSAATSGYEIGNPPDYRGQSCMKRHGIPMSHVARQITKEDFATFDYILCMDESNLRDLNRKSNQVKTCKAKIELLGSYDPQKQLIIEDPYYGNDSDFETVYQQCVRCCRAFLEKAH
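Test system – LMPTP-A phosphatase enzyme · Quantity – 0.625 nM LMPTP-A final · Reagent – OMFP substrate, 400 µM final · Dosing – one test concentration per compound, 20 µM, with 3% DMSO overall · Timing – 50 min enzyme reaction at room temperature, protected from light · Detection – fluorescence intensity · Controls – substrate-only low control, DMSO enzyme-plus-substrate high control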
CSN inh = blocks human CSN-mediated cullin deneddylation. Q92905. Purified CSN, SCF-Nedd8-OG deneddylation, fluorescence polarization. inhibition, % at 12.5 µM. actives 0.38% (n = 360,000). AID 651999;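 active = pattern-corrected inhibition above about 35%, with an unprinted fluorescence ratio check between 0.5 and 1.5, limit read from the data, passing the limit was not always enough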;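 also: 0% = enzyme with substrate and 100% = substrate without enzyme; some results filed as inactive read as strong as hits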
Target sequence (Q92905 whole entry, looked up, one chain of several): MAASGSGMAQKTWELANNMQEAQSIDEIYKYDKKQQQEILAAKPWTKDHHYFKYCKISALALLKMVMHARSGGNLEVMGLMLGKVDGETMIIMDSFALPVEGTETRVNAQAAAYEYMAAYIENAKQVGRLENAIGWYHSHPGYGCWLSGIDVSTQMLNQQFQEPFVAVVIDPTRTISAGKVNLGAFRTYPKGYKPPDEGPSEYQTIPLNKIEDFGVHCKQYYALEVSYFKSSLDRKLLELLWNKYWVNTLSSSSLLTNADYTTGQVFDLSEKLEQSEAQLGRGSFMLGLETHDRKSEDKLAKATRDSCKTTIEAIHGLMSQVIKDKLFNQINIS
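Material: human Csn5 produced in HEK293T cells; Input: enzyme 0.24 nM; Reagent: SCFSkp2-Nedd8OG substrate at 10 nM final; Dosing: 12.5 µM compound; Incubation: 90 min reaction at room temperature; Detection: fluorescence polarization of the substrate; Evaluation: % inhibition of substrate cleavage by Csn5; Control set: substrate-only high control, full reaction low control.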
Rpn11 block = Rpn11 (human) deubiquitinase inhibition; calls only at 20 µM; actives 0.59% (n = 360,000); human 26S proteasome, Ub4-pepOG fluorescence polarization; 20S core pre-blocked with epoxomicin; AID 588493; O00487;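 active = inhibition at 20 µM, scaled to each plate's controls, above about 33%, limit read from the data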
Tb MetRS inh = Trypanosoma brucei MetRS inhibition; actives 0.4% (n = 360,000); purified T. brucei MetRS, ATP depletion, Kinase-Glo luminescence; inhibition, % at 11.9 µM;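 active = inhibition above a per-plate cutoff of the control wells' mean inhibition plus 3 SD, cut at about 5.5% in these data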;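 also: 0% = DMSO wells median and 100% = median of wells with control inhibitor compound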
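Assay system: T. brucei methionyl-tRNA synthetase, purified | Medium: HEPES buffer with MgCl2, KCl, DTT, spermine, BSA, pyrophosphatase | Compound: 11.9 µM single point | Incubation: 15 min enzyme-compound preincubation, 2 h reaction, 10 min detection, 25 °C | Measured by: Kinase-Glo luciferase luminescence reporting remaining unconsumed ATP | Measure: % inhibition normalized to control-well medians | Replication: Singlicate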
Scp-1 inhibitor = inhibitors of human Scp-1 phosphatase. Q9GZU7. Recombinant Scp1, phosphopeptide, malachite green phosphate absorbance. inhibition, % at 20 µM. actives 0.88% (n = 340,000). AID 493091;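 active = inhibition above about 50% at 20 µM, limit read from the data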;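 also: plate controls were DMSO wells with enzyme for no effect and wells lacking enzyme for full effect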
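Assay system: SCP-1 catalytic fragment, aa 76-261 | Buffer or medium: Tris acetate buffer pH 5.5 with MgCl2 and Tween-20 | Compound: One concentration, 20 µM, with 1.0% DMSO | Also added: Phospho 17-mer peptide substrate | Signal: Absorbance at 630 nm | Incubation: 45 min enzyme reaction at room temperature | Measure: % inhibition of SCP-1 phosphate liberation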
MLLE-PAM2 inh = inhibitors of microRNA-mediated deadenylation, human PABP1 MLLE binding | GST-MLLE / FITC-PAM2 fluorescence polarization | P11940 | actives 0.36% (n = 360,000) | inhibition, % at 20 µM; in the data active = inhibition above about 35%, passing the limit was not always enough;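 also: plate controls were DMSO wells with GST-MLLE for no effect and wells lacking GST-MLLE protein for full effect; some results filed as inactive read as strong as hits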
DNMT1 inh = inhibitors of human DNMT1 | P26358 | actives 0.83% (n = 360,000) | inhibition (reported as % activation of signal), % at 10 µM | DNMT1 molecular beacon, Hinp1I cleavage, fluorescence; in the data active = inhibition above about 50%
NadD block = blocks S. aureus nicotinate mononucleotide adenylyltransferase. AID 602399. inhibition, % at 20 µM. actives 0.78% (n = 360,000). purified NadD enzyme, colorimetric absorbance read-out; in the data active = inhibition above about 26%; also: some compounds past the cut are filed as inactive
STEP inh = inhibitors of human striatal-enriched phosphatase STEP; P54829; recombinant STEP, OMFP fluorogenic substrate, fluorescence; inhibition, % at 20 µM; actives 0.25% (n = 360,000); AID 588621;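 active = inhibition at 20 µM, scaled per plate between control wells, above about 37%, limit read from the data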;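 also: 0% = DMSO with enzyme and substrate and 100% = substrate only without enzyme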
Target sequence (P54829 whole entry, looked up): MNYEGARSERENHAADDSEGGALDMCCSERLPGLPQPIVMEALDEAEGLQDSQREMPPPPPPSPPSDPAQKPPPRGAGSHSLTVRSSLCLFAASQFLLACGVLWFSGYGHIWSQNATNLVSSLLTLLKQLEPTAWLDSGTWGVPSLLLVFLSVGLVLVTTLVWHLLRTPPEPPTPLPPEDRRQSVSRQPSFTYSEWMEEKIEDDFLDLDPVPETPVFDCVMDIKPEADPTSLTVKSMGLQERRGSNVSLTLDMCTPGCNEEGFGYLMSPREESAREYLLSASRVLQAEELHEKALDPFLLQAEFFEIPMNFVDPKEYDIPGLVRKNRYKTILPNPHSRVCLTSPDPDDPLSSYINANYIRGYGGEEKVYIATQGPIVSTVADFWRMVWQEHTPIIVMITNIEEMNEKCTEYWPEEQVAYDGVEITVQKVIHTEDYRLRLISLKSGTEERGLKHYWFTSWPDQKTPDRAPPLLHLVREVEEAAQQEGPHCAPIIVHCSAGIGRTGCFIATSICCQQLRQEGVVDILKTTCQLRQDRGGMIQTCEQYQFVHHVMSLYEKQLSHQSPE
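Also added – OMFP at 25 µM · Test system – STEP tyrosine phosphatase · Technique – FITC-channel fluorescence of OMFP product · Schedule – 20 min at room temperature, dark · Evaluation – control-normalized % inhibition with plate pattern correction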
SUMO1-SIM PPI = SUMO1-SIM interaction modulation; P63165; SUMO1 binding to a labelled peptide, TR-FRET, 1 h; inhibition, % at 20 µM; actives 0.33% (n = 360,000); AID 602429; in the data active = inhibition above about 37%
* = called active by the depositor; i = inactive; / = not tested or not shown; + = active, no number.

entry	canonical_smiles	LMPTP block	CSN inh	Rpn11 block	Tb MetRS inh	Scp-1 inhibitor
1	COc1cc(NC(=O)COc2ccc(C)c(C)c2)ccc1NC(=O)c1ccco1	2.3	2	i	-0.6	-9
2	Cc1nn(-c2ccccc2)c(Cl)c1/C=C1\SC(=S)N(C)C1=O	3.5	-4	i	0.0	-5
3	CS(=O)(=O)c1nc(-c2ccccc2)c(-c2ccccc2)[nH]1	-1.2	-3	i	0.3	-12
4	O=C(Nc1ccc(N2CCCC(O)C2)cc1)c1snc2c(=O)[nH]cnc12 (stereo not given)	33	-2	i	-1.2	-1
5	O=C(Nc1ccc(O)c(-c2nc3ccccc3s2)c1)C1=COCCO1	0.7	0	i	-0.4	-11
6	O=C(COc1ccccc1)NCC(=O)N1CCCCCC1	-0.3	-3	i	0.1	-5
7	Cc1ccc(CN2CCC(CNC(=O)Nc3ccccc3F)CC2)cc1	-0.1	-4	i	-1.4	-3
8	CCN(CC)S(=O)(=O)c1ccc(N2CCc3ccccc3C2)nc1	1.1	4	i	1.1	-10
9	C=C1C(=O)C23C(O)C1CCC2C12CCCC(C)(COC(C)=O)C1C(O)C3(O)OC2 (stereo not given)	-1.6	1	i	-0.4	-8
10	Cc1ccc(Cn2c(CN3CC(C)OC(C)C3)nc3c2c(=O)[nH]c(=O)n3C)cc1 (stereo not given)	-1.2	-3	i	-0.7	-3

entry	MLLE-PAM2 inh	DNMT1 inh	NadD block	STEP inh	SUMO1-SIM PPI
1	-8	-13	-8	0	-2
2	1	4	-3	-2	-16
3	1	5	-8	-5	4
4	1	0	-5	-1	1
5	1	-6	-3	-1	-117
6	6	1	7	-1	-8
7	-15	-14	-13	-4	4
8	-10	-5	-1	3	3
9	17	3	-3	-3	0
10	2	-2	-3	-2	2

One compound at a time, from the list above. Order of screens: LMPTP block, CSN inh, Rpn11 block, Tb MetRS inh, Scp-1 inhibitor, MLLE-PAM2 inh, DNMT1 inh, NadD block, STEP inh, SUMO1-SIM PPI
`CS(=O)(=O)c1nc(-c2ccccc2)c(-c2ccccc2)[nH]1` in the list: -1.2, -3, i, 0.3, -12, 1, 5, -8, -5, 4
`COc1cc(NC(=O)COc2ccc(C)c(C)c2)ccc1NC(=O)c1ccco1` in the list: 2.3, 2, i, -0.6, -9, -8, -13, -8, 0, -2
`C=C1C(=O)C23C(O)C1CCC2C12CCCC(C)(COC(C)=O)C1C(O)C3(O)OC2` (stereo not given) in the list: -1.6, 1, i, -0.4, -8, 17, 3, -3, -3, 0
`Cc1nn(-c2ccccc2)c(Cl)c1/C=C1\SC(=S)N(C)C1=O` in the list: 3.5, -4, i, 0.0, -5, 1, 4, -3, -2, -16
`CCN(CC)S(=O)(=O)c1ccc(N2CCc3ccccc3C2)nc1` in the list: 1.1, 4, i, 1.1, -10, -10, -5, -1, 3, 3

The results go on:
entry	canonical_smiles	LMPTP block	CSN inh	Rpn11 block	Tb MetRS inh	Scp-1 inhibitor
11	CC(=O)N1CCCN(Cc2cn(-c3cc(C)ccc3C)nc2-c2ccccc2)CC1	-1.4	2	i	-0.3	-12
12	O=C(CCS(=O)(=O)c1ccc(Br)cc1)Nc1ccccn1	-0.7	-12	i	-0.5	2
13	C/C(=N\NC(=O)CSc1nc2ccccc2o1)c1cccc(O)c1	-0.6	-4	i	-0.1	-8
14	COc1cccc(C(=O)NNC2OC(CO)C(O)C2O)c1 (stereo not given)	1.6	-8	i	-0.7	-1
15	O=C(N/N=C/c1ccc(Br)s1)c1cccnc1	-1.3	1	i	-0.1	20
16	NC(c1csc(NC(=O)Nc2ccccc2)n1)C1CCCCC1 (stereo not given)	-0.2	-1	i	-0.1	/
17	Nc1scc[n+]1Cc1cccc2cccnc12	5.4	1	i	-0.9	-7
18	CC(=O)Nc1ccc(NC(=O)CSc2nnc(-c3cc(C)[nH]n3)n2N)cc1	-0.7	-5	i	-0.3	-8
19	COc1cc(CN(C2CCCCC2)S(=O)(=O)c2ccc(S(=O)(=O)N(C)C3CCCCC3)cc2)cc(OC)c1OC	2.0	-8	i	0.5	-12
20	CN(c1ccccc1)S(=O)(=O)c1ccc2[nH]c(=O)oc2c1	4.7	5	i	-1.0	42

entry	MLLE-PAM2 inh	DNMT1 inh	NadD block	STEP inh	SUMO1-SIM PPI
11	-2	-4	-7	0	-2
12	7	6	-8	0	1
13	-4	-2	-7	-2	1
14	11	2	-4	0	-2
15	-14	1	6	2	-2
16	-1	-17	0	0	-11
17	0	5	-3	-4	3
18	16	2	0	0	-1
19	6	0	5	-2	5
20	-19	20	4	7	4

(continued)
entry	canonical_smiles	LMPTP block	CSN inh	Rpn11 block	Tb MetRS inh	Scp-1 inhibitor
21	Cc1ccccc1-n1cc(CNC(=O)CC2C(=O)NCCN2C/C=C/c2ccccc2)cn1 (stereo not given)	2.2	-5	i	0.1	-10
22	CC1CCN(CCOc2ccc(C(=O)c3ccccc3)cc2)CC1	-3.4	2	i	-1.0	-6
23	CC(=O)Nc1cc(-c2cccc(CO)c2)cn2c(-c3ccc(F)cc3)cnc12	0.1	6	i	0.0	/
24	CCOc1ccc(NC(=O)CSC2=NCCN2)cc1	-1.5	-12	i	-0.1	-4
25	O=C1OC(Nc2ccccn2)c2ccccc21 (stereo not given)	-2.2	5	i	0.2	-9
26	Nc1c2c(nc3ccccc13)CSCC2	0.5	2	i	-0.2	-10
27	O=C(CNC(=O)c1ccc(OC(F)F)cc1)Nc1cccc(S(=O)(=O)N2CCCC2)c1	-0.8	-7	i	0.0	-4
28	COc1cc(/C=C2\SC(=S)N(Nc3ncc(C(F)(F)F)cc3Cl)C2=O)ccc1O	6.6	67*	+	0.2	-14
29	Cc1cc(=O)n2nc(N3CCCC3C(=O)Nc3cccc(F)c3)sc2n1 (stereo not given)	-1.5	0	i	-0.3	-9
30	Nc1ccc(O)c(-c2nc3ccccc3s2)c1	12	-2	i	0.2	-7

entry	MLLE-PAM2 inh	DNMT1 inh	NadD block	STEP inh	SUMO1-SIM PPI
21	7	68*	5	2	0
22	-7	-2	-1	-2	5
23	3	-6	-6	0	-9
24	20	5	-7	0	-1
25	3	1	0	-1	-2
26	8	3	-4	4	-1
27	5	-1	-3	-1	2
28	-145	-29	16	-5	-5
29	-8	1	0	0	-5
30	-43	31	63*	5	2

(further entries)
entry	canonical_smiles	LMPTP block	CSN inh	Rpn11 block	Tb MetRS inh	Scp-1 inhibitor
31	CC(C)N(C(=O)COC(=O)c1ccccc1C(=O)c1ccc(Cl)c([N+](=O)[O-])c1)C(C)C	-0.3	-4	i	-0.2	-6
32	O=c1oc(C2(O)CCCCC2)cc2ccc(Br)cc12	-0.6	-2	i	-0.3	-4
33	COC(=O)c1cccc(N(C(=O)c2cnccn2)C(C(=O)NCc2ccccc2)c2ccco2)c1 (stereo not given)	1.4	0	i	-1.8	-4
34	COc1ccc(N2CCN(C(=O)COC(=O)c3cccc(S(=O)(=O)Nc4cccc(C)c4)c3)CC2)cc1	3.8	-4	i	-0.1	-1
35	C=CCCC(=O)Nc1ccc(COC(=O)N2CCOCC2)cc1	0.1	8	i	-0.5	-3
36	COc1ccc(C(=O)N/C(=C\c2cn(C)c3ccccc23)C(=O)NCCN2CCOCC2)cc1OC	-0.3	11	i	-0.8	-7
37	COc1ccc(S(=O)(=O)N(C)C[C@@H]2Oc3ccc(NC(=O)Nc4c(C)noc4C)cc3C(=O)N([C@H](C)CO)C[C@@H]2C)cc1	-1.4	-3	i	-0.4	22
38	CC(=O)NC12CC3CC(C1)CC(C(=O)N1CCN(S(=O)(=O)c4cccs4)CC1)(C3)C2	-0.4	1	i	0.4	-2
39	c1ccc2c(CSc3nnc(-c4ccncc4)o3)cccc2c1	0.0	3	i	-0.5	-3
40	CCOC(=O)N1CCN(c2nc(-c3ccc(OC)cc3)no2)CC1	-0.8	3	i	-0.8	-11

entry	MLLE-PAM2 inh	DNMT1 inh	NadD block	STEP inh	SUMO1-SIM PPI
31	-19	-10	-4	2	-10
32	-2	3	-7	-2	6
33	-13	-1	-2	-2	4
34	-3	-8	-6	-2	8
35	3	-1	-6	-1	0
36	-13	0	-3	1	-10
37	-12	8	3	0	-2
38	6	-2	3	2	-7
39	19	-3	11	4	-7
40	-3	4	-2	-2	3

(list continues)
entry	canonical_smiles	LMPTP block	CSN inh	Rpn11 block	Tb MetRS inh	Scp-1 inhibitor
41	O=C(Nc1cccnc1)c1cc(-c2ccc(Cl)cc2Cl)on1	2.0	0	i	0.8	-9
42	Oc1ccc(/C=N/NC(=S)NCc2ccco2)cc1	1.3	-3	i	-0.3	6
43	O=C(CCC(=O)N1CCCC1)N1CCCC1	0.0	5	i	-0.1	-7
44	O=C(Cn1cnc([N+](=O)[O-])n1)N/N=C/c1ccccc1O	1.2	-3	i	0.0	0
45	COc1ccc([C@H]2CC(=O)C=C(c3ccc(C)c([N+](=O)[O-])c3)C2)cc1	3.7	-4	i	-0.1	-9
46	C[n+]1nc(Nc2ccccc2)sc1-c1ccc(O)cc1	-0.3	-4	i	-0.3	0
47	COc1ccccc1CC(=O)Nc1cc(C)ccn1	0.1	5	i	-2.1	-1
48	O=C1c2ccccc2C(O)N1c1cccnc1 (stereo not given)	-1.2	-3	i	-0.7	-1
49	CCN(CC)c1ccc(N2C(=O)c3ccccc3C2=O)cc1	-0.7	5	i	0.0	1
50	C/C(CCc1ccccc1)=N\NC(=O)c1ccccc1[N+](=O)[O-]	-0.6	-12	i	0.4	-3
51	CCN1CCN(CCNC(=O)c2ccc(CS(=O)c3ccc(Br)cc3)o2)CC1 (stereo not given)	1.3	2	i	-0.1	-6
52	CCNc1nc(NCC)n2c(SC(C)C(=O)c3ccc(C)cc3)nnc2n1 (stereo not given)	-1.3	-8	i	-0.4	0

entry	MLLE-PAM2 inh	DNMT1 inh	NadD block	STEP inh	SUMO1-SIM PPI
41	-9	10	0	1	-1
42	0	-6	1	-1	-1
43	6	1	1	1	0
44	3	-1	-2	0	-13
45	-1	0	0	4	-27
46	-117	-4	-2	-1	-5
47	2	-2	6	-1	3
48	-7	-1	-2	-3	1
49	17	11	5	-1	-3
50	-3	-1	-1	-1	-8
51	3	-2	-5	-2	1
52	-18	5	1	1	-3
